Screens: PubChem BioAssay, Sanford-Burnham Center for Chemical Genomics
SENP7 inh: inhibitors of human SENP7 protease; Q9BQF6; recombinant SENP7, Z-RLRGG-aminoluciferin luminescence, 40 min; inhibition, % at 5 µM; actives 1.5% (n = 330,000); AID 434973;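 active = inhibition above about 50% at the single test dose, limit read from the data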;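 note: plate controls were DMSO with enzyme for no effect and no enzyme buffer wells for full effect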
SENP1 FRET inh: inhibitors of human SENP1 SUMO protease catalytic domain | actives 0.21% (n = 360,000) | Q9P0U3 | recombinant SENP1 catalytic domain, CyPet-SUMO1-YPet FRET cleavage | inhibition, % at 10 µM;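 active = inhibition at least 30% at 10 µM, raw YFP signal under a set limit, fluorescence ratio 0.5 to 1.5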;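 note: 0% = enzyme with DMSO and 100% = no enzyme wells; some results filed as inactive read as strong as hits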
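Assay system – human recombinant His6-tagged SENP1 catalytic domain enzyme · Input – SENP1 enzyme, 20 pM final · Buffer or medium – Tris pH 8 buffer plus EDTA, NaCl, BME, BSA, NP40, catalase · Schedule – 50 min reaction at room temperature · Technique – FRET read of cyan and yellow fluorescence · Control set – no-enzyme wells low, DMSO-plus-enzyme wells high control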
SENP8 block-1: blocks human SENP8 cleavage of Nedd8 substrate | inhibition, % at 20 µM | actives 0.64% (n = 360,000) | recombinant SENP8, Nedd8 substrate fluorescence | AID 602440; in the data active = inhibition mostly above about 40%, no sharp cut-off; inactive = mostly below about 27%
Apaf-1 inh: inhibitors of human Apaf-1 apoptosome. reconstituted apoptosome caspase-3 activity, DEVD-Rh110 fluorescence. inhibition, % at 20 µM. actives 0.71% (n = 330,000). AID 489030; active = inhibition of at least 40% at 20 µM;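 note: plate controls were DMSO wells for no effect and DEVD-CHO caspase inhibitor wells for full effect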
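detection = Rh110 fluorescence intensity | test system = biochemical Apaf-1 apoptosome reconstitution | also added = cytochrome c and DEVD-Rh110 substrate | schedule = 30 min plus 50 min, RT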
SENP6 inh: blocks the human protease SENP6; Q9GZR1; Recombinant SENP6 catalytic domain, aminoluciferin luminescence; inhibition, % at 10 µM; actives 1.8% (n = 330,000);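 active = inhibition above about 50% at the single tested dose, limit read from the data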;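 note: plate controls were DMSO wells with enzyme for no effect and DMSO wells lacking enzyme for full effect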
HKDC1 inh: inhibitors of human hexokinase HKDC1; Q2TB90; recombinant HKDC1, G6PDH/diaphorase resazurin coupled fluorescence; inhibition, % at 20 µM; actives 0.16% (n = 340,000);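 active = inhibition above about 35% when tested at 20 µM, limit read from the data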;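 note: plate controls were DMSO wells with enzyme for no effect and DMSO wells lacking enzyme for full effect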
Target sequence (Q2TB90 whole entry, looked up): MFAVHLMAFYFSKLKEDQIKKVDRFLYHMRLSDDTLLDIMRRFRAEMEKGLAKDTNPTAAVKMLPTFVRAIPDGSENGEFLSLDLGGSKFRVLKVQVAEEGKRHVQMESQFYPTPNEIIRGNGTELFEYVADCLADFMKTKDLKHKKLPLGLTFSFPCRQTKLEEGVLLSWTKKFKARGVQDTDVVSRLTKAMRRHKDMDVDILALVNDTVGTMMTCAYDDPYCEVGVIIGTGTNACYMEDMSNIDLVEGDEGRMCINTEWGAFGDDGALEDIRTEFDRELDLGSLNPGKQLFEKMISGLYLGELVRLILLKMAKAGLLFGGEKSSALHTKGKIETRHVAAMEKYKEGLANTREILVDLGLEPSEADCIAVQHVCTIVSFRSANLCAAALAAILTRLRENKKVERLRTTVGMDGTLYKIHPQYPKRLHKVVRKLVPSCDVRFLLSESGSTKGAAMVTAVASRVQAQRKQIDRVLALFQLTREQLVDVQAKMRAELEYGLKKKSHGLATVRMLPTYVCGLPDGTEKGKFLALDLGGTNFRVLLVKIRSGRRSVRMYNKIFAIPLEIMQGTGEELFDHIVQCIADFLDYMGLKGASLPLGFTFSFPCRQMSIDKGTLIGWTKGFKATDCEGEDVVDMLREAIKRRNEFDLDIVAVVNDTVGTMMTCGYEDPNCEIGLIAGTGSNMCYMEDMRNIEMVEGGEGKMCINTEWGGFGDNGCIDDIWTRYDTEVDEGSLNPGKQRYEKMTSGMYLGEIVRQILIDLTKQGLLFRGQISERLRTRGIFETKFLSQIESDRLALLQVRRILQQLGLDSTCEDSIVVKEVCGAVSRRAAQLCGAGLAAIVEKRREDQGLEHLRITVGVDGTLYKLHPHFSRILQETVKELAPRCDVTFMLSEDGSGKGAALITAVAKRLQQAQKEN
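Incubation: 90 min at room temperature in dark / Material: recombinant HKDC1 (HK5) hexokinase enzyme, produced in-house / Quantity: enzyme 5 µg/mL final / Compound: one dose of 20 µM, 1% DMSO / Reagent: glucose and ATP substrates / Buffer or medium: Tris pH 8.0 buffer with MgCl2, Tween-20, BSA, BME / Technique: resorufin fluorescence at 613 nm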
SENP8 block-2: inhibitors of human SENP8 protease; inhibition, % at 10 µM; AID 2540; purified SENP8, Z-RLRGG-aminoluciferin cleavage, luminescence; actives 1.2% (n = 330,000); Q96LD8; in the data active = inhibition above about 50%
PfG6PD inh: PfG6PD (Plasmodium falciparum) enzyme inhibition | PfGluPho enzyme, NADPH resazurin-diaphorase fluorescence | inhibition, % at 20 µM | actives 0.78% (n = 350,000) | AID 504690;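 active = inhibition reaching at least a set limit at 20 µM in the primary screen, cut at about 59% in these data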;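 note: 0% = DMSO wells with substrate and 100% = DMSO wells lacking glucose-6-phosphate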
* = called active by the depositor; i = inactive; x = no result given.

Molecule	SENP7 inh	SENP1 FRET inh	SENP8 block-1	Apaf-1 inh	SENP6 inh	HKDC1 inh	SENP8 block-2	PfG6PD inh
C=CCOc1ccc(C2/C(=C(\O)c3ccc(F)cc3)C(=O)C(=O)N2CCCN(C)C)cc1 (stereo unspecified)	-7.2	-0.6	10.2	15.0	-20.3	-2.9	-12.5	-4.7
COc1ccc(/C=N/NS(=O)(=O)c2ccc(F)cc2)cc1COc1cc(F)ccc1[N+](=O)[O-]	-10.8	-0.3	16.4	24.2	-35.1	12.0	-16.4	-18.5
Cc1cc(C)c(NC(=O)CN2C(=O)NC3(CCCCC3)C2=O)c(C)c1	0.3	2.8	9.8	-24.7	-11.1	8.4	-4.4	2.8
COc1cc(NC(=O)CSc2nc3ccccc3n2-c2ccccc2)c(C)cc1[N+](=O)[O-]	-1.2	1.9	17.3	9.7	-22.3	20.0	-9.3	-3.2
CCOc1ccc(NC(=O)Cn2cc(C(=O)CC)c3ccccc32)cc1	-4.8	1.6	16.6	1.1	-4.0	-2.2	2.9	-2.1
COc1ccc(-n2cnnc2SCC(=O)NC2CCCCC2)cc1	1.7	-0.8	0.5	-2.0	-17.2	-8.7	-6.5	-9.1
COc1ccc(C(=O)OCC(=O)NC2CC2)cc1S(=O)(=O)N(C)Cc1ccccc1	1.1	0.1	2.2	-6.2	8.1	-0.5	2.6	-0.7
O=C(/C=C/c1ccc(S(=O)(=O)N2CCOCC2)cc1)N1CCCCC1	-1.4	0.6	8.8	3.6	-16.9	-5.5	-4.9	-10.0
COc1ccc(C2CC(=O)C3=C(C2)Nc2ncnn2C3c2ccccc2)cc1 (stereo unspecified)	4.0	3.0	-107.3	-8.5	-10.4	-6.0	-1.7	11.8
O=C(NC1CCCCC1)C(c1ccccc1)N(C(=O)c1csnn1)C1CCCC1 (stereo unspecified)	-3.7	-0.2	2.7	1.5	-23.7	7.4	-2.7	-14.4
CCC(=O)NC(c1ccc(OC)cc1)c1cc(Cl)c2cccnc2c1O (stereo unspecified)	-8.6	0.6	9.5	3.3	1.4	-30.1	-0.4	-26.4
Cc1ccc(S(=O)(=O)NCC(=O)OCC(=O)N(Cc2ccccc2)C(C)(C)C)cc1	0.5	-0.2	9.9	2.1	9.4	-2.8	0.4	-4.2
O=C(NCc1cccnc1)C(=O)Nc1nc(C23CC4CC(CC(C4)C2)C3)cs1	-2.6	0.1	10.3	11.5	-13.8	3.5	3.5	-13.3
Cc1cc(C)c2[nH]c(=O)c(CN(Cc3ccccc3)C(=S)NCCCN(C)C)cc2c1	-12.6	4.5	-55.0	16.8	-21.7	-6.9	-13.0	-9.8
Cc1nc(=O)c(-c2ccccc2)c(C)n1-c1ccc(O)cc1	0.3	2.4	8.4	-17.9	5.6	9.7	1.4	3.1
CN(C)C(=O)c1cnc(Sc2ncc(C(F)(F)F)cc2Cl)n1C	8.0	1.6	38.5	2.4	18.1	0.5	10.6	-3.9
CCN1CCN(S(=O)(=O)c2ccc(OC)cc2)CC1	0.5	1.4	10.0	-2.7	25.4	0.8	0.1	-8.3
Cc1ncnc(N)c1CCCNc1ccccc1	x	1.2	10.3	x	x	-11.5	x	-16.7
Cc1ccc(C(=O)NCC(c2ccc(F)cc2)N2CCOCC2)s1 (stereo unspecified)	0.1	-2.2	12.4	-4.0	-1.5	0.3	7.5	6.0
O=C1C2C3C=CC(C2C(=O)N1c1ccc(O)cc1)C1C2C(=O)N(c4ccc(O)cc4)C(=O)C2C31 (stereo unspecified)	3.0	0.7	22.4	-16.5	-1.7	2.2	-4.0	14.1
CC(=O)c1ccc(NC(=O)CSc2nnc(-c3ccco3)c(-c3ccco3)n2)cc1	17.1	15.1	44.8*	35.0	1.8	12.1	8.7	29.9
CCOC(=O)C1CCN(C(=O)COC(=O)C2CCN(S(=O)(=O)c3ccc(C)c(C)c3)CC2)CC1	14.2	0.7	3.4	5.8	-5.1	-0.8	-8.4	-8.8
COC(=O)C(C)Sc1ncnc2c1c(-c1ccccc1)cn2-c1ccc(OC)cc1 (stereo unspecified)	-1.6	3.2	-2.1	7.6	8.5	-2.6	8.6	4.9
O=C(O)c1cc2c(s1)CCCC2	-7.1	-1.0	22.2	0.9	0.1	2.1	-3.8	-10.1
CCn1c(NCc2c[nH]c3ccccc23)nc2ccccc21	1.4	0.1	18.0	-0.1	-7.4	-5.2	-3.1	8.0

The final two entries of the part before lead into the next.
Molecule	SENP7 inh	SENP1 FRET inh	SENP8 block-1	Apaf-1 inh	SENP6 inh	HKDC1 inh	SENP8 block-2	PfG6PD inh
O=C(O)c1cc2c(s1)CCCC2	-7.1	-1.0	22.2	0.9	0.1	2.1	-3.8	-10.1
CCn1c(NCc2c[nH]c3ccccc23)nc2ccccc21	1.4	0.1	18.0	-0.1	-7.4	-5.2	-3.1	8.0
c1cnc(N2CCSCC2)nc1	0.2	-1.2	2.5	-12.5	8.6	-5.8	0.7	9.0
O=C(CCCN1C(=O)c2ccccc2C1=O)NCc1ccc(F)cc1	0.2	0.1	0.8	-2.6	-1.6	-7.4	3.7	9.5
Cc1ccc(SCC(=O)N(C)CC(=O)Nc2cccc(F)c2)c(C)c1	-14.0	-1.1	14.4	15.2	-5.8	1.9	-6.1	-0.5
O=C(/C(C=Nc1cccc(C(F)(F)F)c1)=C(/O)c1ccco1)C(F)(F)F	1.7	-37.8	-364.0	3.8	15.4	-5.6	0.2	5.0
CCN(Cc1ccccc1)C(=O)Cn1c(=O)n(CCC(=O)N2CCCCC2)c(=O)c2sccc21	2.7	0.5	13.2	2.6	-13.3	-3.4	7.8	-1.8
COc1ccc(CCNC(=O)c2ccc3c(=O)n4c(nc3c2)CCC4)cc1OC	-6.0	-0.6	2.2	3.5	-2.3	3.4	2.4	-6.0
COc1cccc(NS(=O)(=O)c2ccc(NC(C)=O)cc2)c1	2.9	-0.4	2.3	-10.0	8.4	2.4	0.7	-8.1
Cc1cccc(OCCCC(=O)NNC(=O)c2ccccn2)c1	5.0	0.5	4.5	-8.3	4.2	-6.0	3.7	15.3
CCc1cc(C(=O)NC(C)C2CCCO2)cs1 (stereo unspecified)	3.3	1.8	2.7	15.2	-1.7	-1.6	-3.5	-0.9
COc1ccc(NS(=O)(=O)c2cc(NC(=O)c3cccs3)ccc2N2CCCC2)cc1	0.5	-0.5	10.5	6.4	4.1	7.6	-3.2	5.0
CN(Cc1c(C(=O)N/N=C/c2cccc(Cl)c2)nnn1-c1nonc1N)c1ccccc1	-3.8	2.4	16.4	21.7	-2.7	8.3	-4.3	51.4
CCCCn1c(=O)[nH]c(=O)c2c1nc(-c1cccc(OC)c1)n2C	-6.5	0.6	-129.9	0.0	-20.4	-2.9	-9.3	-5.3
O=C(Nc1cccc(C(F)(F)F)c1)Nc1ccon1	9.1	-1.5	11.0	5.2	-10.9	3.1	-12.9	3.1
O=S(=O)(N1CCOCC1)N1CCOCC1	8.1	2.1	8.1	-11.9	-26.2	-6.0	0.7	-7.6
Cc1ccc(NS(=O)(=O)c2ccc(C(=O)N3CCCN(C)CC3)cc2)cc1	-0.8	0.1	12.6	6.7	-15.2	-0.4	-6.2	-19.2
O=C(O)CCc1nc2cc(C(F)(F)F)ccc2n(Cc2ccccc2)c1=O	3.7	-15.1	-10.7	14.6	8.5	-0.7	2.1	-9.8
COc1ccc(C(=O)NCCc2c[nH]c3ccc(OC)cc23)cc1	2.3	2.2	3.1	1.5	-26.4	0.4	3.1	2.1
COc1ccc(COC(=O)N/N=C(\C)CC(=O)Nc2c(C)cc(C)cc2C)cc1	-1.9	1.3	13.0	5.8	-17.3	-1.1	-3.8	7.5
CC(=O)Nc1ccc(/C=N/N2CCCCC2)cc1	-0.3	2.9	12.6	3.4	2.9	4.0	-3.1	-3.6
Oc1ccc(N=Nc2n[nH]c(-c3ccc(Br)cc3)n2)cc1	x	1.5	23.6	x	x	-12.3	x	-7.1
O=C(CCn1c(=S)[nH]c2cc3c(cc2c1=O)OCO3)NCc1ccc(Cl)cc1	1.9	1.2	1.2	3.0	-6.6	-2.9	5.1	-7.6
O=C(NCc1ccccn1)c1c(O)c2cccc3c2n(c1=O)CC3	2.5	1.9	-176.3	5.2	3.1	0.2	4.7	3.0
Cn1cc([N+](=O)[O-])c(C(=O)Nc2ccc(C3CCCCC3)cc2)n1	-2.6	0.5	12.6	15.7	20.8	-2.2	6.8	-8.3
COc1cc(NC(=O)c2ccccc2-n2cnnn2)cc(OC)c1	-3.2	1.6	17.0	-1.2	-1.1	-8.4	5.7	15.4
COc1cc2c(cc1OC)CN(CC(=O)NC(=O)NCc1ccco1)CC2	4.6	-39.7	i	6.2	-1.0	0.1	3.0	-5.4
COC(=O)CCSC(=S)N1CCOCC1	2.2	2.4	17.0	-9.3	16.8	-4.2	-6.7	-4.8
COc1ccc(-n2c(COc3ccc(Cl)cc3)nnc2SCc2ccc(C#N)cc2)cc1	7.2	2.7	10.8	9.5	5.6	1.0	3.2	6.0
Cc1nc(CSc2nsc(/C=C/N(C)C)c2C#N)cs1	x	-11.2	-0.3	x	x	2.6	x	-2.3
Cc1nnc(-c2ccc(N3CCOCC3)c([N+](=O)[O-])c2)o1	-12.5	0.3	12.7	3.1	-8.2	-3.0	-6.5	0.5
O=c1c2c(-c3ccco3)csc2nc(SCc2cn3cccnc3n2)n1-c1ccccc1	-9.0	-3.8	-463.0	29.2	-16.7	4.0	-3.0	57.6
CN1C(=O)N(CC(=O)Nc2cccc(S(=O)(=O)N(C)c3ccccc3)c2)C(=O)C12CCCCC2	8.0	-1.3	-3.2	19.3	-12.8	-3.0	-4.9	9.7
CC(=O)Nc1cccc(-c2csc(Nc3ccc(C)cn3)n2)c1	58.2*	1.7	-12.5	14.8	68.9*	3.0	36.3	22.3
O=C(C1=C[C@H](c2ccccc2)C[C@H](OCCCCO)O1)N1CCOCC1	-5.5	1.9	8.1	3.7	-27.5	-1.6	-15.5	-23.4
CCN(CC)S(=O)(=O)c1cccc(-c2nnc(SCc3nc4ccccc4s3)o2)c1	-3.1	-23.8	-84.7	14.8	-9.6	11.9	-1.9	14.0
O=C(NCc1ccccc1)C1=C[C@H](c2ccccc2)C[C@H](OCc2ccc(CO)cc2)O1	-5.3	1.0	-16.2	21.7	7.0	10.3	0.9	10.1
Cc1ccc(SCC(=O)N(C)C2CCS(=O)(=O)C2)cc1 (stereo unspecified)	-9.5	-0.1	5.8	-5.1	-2.0	1.0	-8.0	-8.5
O=C(CS(=O)CC(=O)N(c1ccccc1)C(C(=O)NC1CCCCC1)c1ccco1)Nc1ccc(F)cc1 (stereo unspecified)	-8.0	-0.9	12.5	31.1	-9.7	-14.2	-12.7	0.0
CCN(CC)CCn1c(=N)n(CCOc2ccccc2)c2ccccc21	-5.4	1.2	23.3	-0.8	-7.8	4.4	-1.3	-5.5
Fc1cccc(CN2CCCCCCC2)c1	2.0	-1.5	14.7	2.1	-15.0	3.4	-14.1	-4.3
